PLC-beta3 inh: PLC-beta3 (human) inhibition, primary screen; Q01970; inhibition, % at 12.2 µM; AID 720704; Purified PLC-beta3, fluorogenic substrate, fluorescence; 370,000 compounds, 0.18% hits; in the data active means inhibition above about 11%;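 further: 0% = median of compound wells on plate and 100% = full blocker control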
Target sequence (Q01970 whole entry, looked up): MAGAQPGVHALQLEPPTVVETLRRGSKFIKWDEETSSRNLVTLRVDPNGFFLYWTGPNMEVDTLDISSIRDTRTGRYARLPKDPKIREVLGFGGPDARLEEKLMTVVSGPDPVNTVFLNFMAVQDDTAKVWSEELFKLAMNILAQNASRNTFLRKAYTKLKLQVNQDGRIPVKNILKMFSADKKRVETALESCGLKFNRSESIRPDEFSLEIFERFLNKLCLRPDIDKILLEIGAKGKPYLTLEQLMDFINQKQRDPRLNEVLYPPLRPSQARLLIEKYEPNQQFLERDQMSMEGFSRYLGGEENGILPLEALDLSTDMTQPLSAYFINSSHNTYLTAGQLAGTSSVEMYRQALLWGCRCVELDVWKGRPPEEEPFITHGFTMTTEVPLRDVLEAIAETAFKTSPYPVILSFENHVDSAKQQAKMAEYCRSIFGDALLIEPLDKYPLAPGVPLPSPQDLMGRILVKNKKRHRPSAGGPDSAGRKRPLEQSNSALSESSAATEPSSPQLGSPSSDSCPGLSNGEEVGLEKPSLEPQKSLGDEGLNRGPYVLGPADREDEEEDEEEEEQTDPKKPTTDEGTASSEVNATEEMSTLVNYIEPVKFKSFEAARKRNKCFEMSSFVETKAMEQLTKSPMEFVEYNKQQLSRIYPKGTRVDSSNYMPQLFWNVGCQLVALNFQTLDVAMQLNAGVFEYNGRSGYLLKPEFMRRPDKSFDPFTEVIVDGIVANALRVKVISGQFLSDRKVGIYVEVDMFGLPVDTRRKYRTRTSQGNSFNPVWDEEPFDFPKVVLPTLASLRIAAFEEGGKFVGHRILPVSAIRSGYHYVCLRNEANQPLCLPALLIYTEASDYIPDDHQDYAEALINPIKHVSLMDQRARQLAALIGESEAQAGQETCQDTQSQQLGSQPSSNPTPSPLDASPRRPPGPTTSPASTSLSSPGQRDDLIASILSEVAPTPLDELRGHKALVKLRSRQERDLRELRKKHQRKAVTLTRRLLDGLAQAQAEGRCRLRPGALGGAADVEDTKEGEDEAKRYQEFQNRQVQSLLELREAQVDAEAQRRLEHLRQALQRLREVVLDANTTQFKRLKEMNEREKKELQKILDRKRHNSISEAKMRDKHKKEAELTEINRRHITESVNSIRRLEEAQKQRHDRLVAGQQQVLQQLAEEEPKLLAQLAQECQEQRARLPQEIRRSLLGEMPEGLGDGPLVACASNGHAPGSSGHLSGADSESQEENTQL
FXN GAA850 act: activators of GAA850 frataxin (FXN) promoter | activation, % at 6 µM | 360,000 compounds, 0.56% hits | HEK293 lucGAA850 FXN promoter luciferase reporter, 24 h; percent of 10 µM SAHA response;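 active means activation above the average of all compounds screened plus 3 SD, cutoff fixed separately per campaign, cut at about 7.5% in these data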;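 further: 0% = DMSO wells and 100% = 10 µM SAHA wells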
ssDAF-12 act: activates DAF-12 receptor from parasite S. stercoralis. HEK293 ssDAF-12/GRIP1 lit1-tk-luc reporter, luminescence; % of 3 µM dafachronic acid response. AID 652126. 370,000 compounds, 1% hits. activation, % at 6.8 µM;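 active means activation above the mean over all tested compounds plus 3 SD, cut at about 0.9% in these data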;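 further: 0% = DMSO-only wells and 100% = 3 µM delta7-dafachronic acid wells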
DAX1 inh-1: inhibitors of human orphan nuclear receptor DAX1 (NR0B1); HEK293 Gal4-DAX1 luciferase reporter, luminescence; inhibition, % at 6.75 µM; 340,000 compounds, 0.99% hits; AID 504766;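 active means inhibition above the mean over all tested compounds plus 3 SD, cut at about 4.2% in these data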;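 further: 0% = DAX1-transfected cells with DMSO and 100% = empty-vector control cells with DMSO; inhibition shows as a rise in luminescence from relieved DAX1 repression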
ADAM10 inh: ADAM10 inhibition, QFRET primary screen | recombinant ADAM10, EDANS/DABCYL FRET peptide cleavage, 3 h | inhibition, % at 7 µM | 370,000 compounds, 0.62% hits | AID 720582;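 active means inhibition above a per-campaign cutoff equal to the mean of compounds falling between control-based bounds plus 3 SD, cut at about 20% in these data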;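 further: 0% = DMSO wells while the 100% control is not disclosed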
hcDAF-12 act: activators of H. contortus DAF-12 nuclear receptor; 370,000 compounds, 1.4% hits; AID 652067; activation, % at 6.8 µM; HEK293 hcDAF-12 lit1-tk-luc reporter, luminescence; 0% DMSO, 100% Δ7-dafachronic acid;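 active means activation above the mean of all tested compounds plus 3 SD, cut at about 5.5% in these data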;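 further: 100% = response to 3 µM Δ7-dafachronic acid high control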
DAX1 inh-2: blocks DAX1 repression of SF-1 activated StAR promoter. HEK293T StAR-luciferase reporter, SF-1/DAX-1 repression relief. AID 652010. inhibition, % at 6.8 µM. 370,000 compounds, 1.1% hits;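 active means inhibition above the mean over all tested compounds plus 3 SD, cut at about 3.6% in these data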;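 further: 0% = DAX-1 cells with DMSO and 100% = cells lacking DAX-1 with DMSO; higher inhibition means more luminescence from relief of DAX-1 repression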
ADAM17 inh: inhibitors of human ADAM17; P78536; recombinant ADAM17, EDANS/DABCYL FRET peptide cleavage; inhibition, % at 6.95 µM; 370,000 compounds, 0.83% hits;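 active means inhibition above the mean of compounds lying between control limits plus 3 SD, set per campaign, cut at about 8.5% in these data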;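 further: 0% = DMSO-only wells as the low control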
hgDAF-12 ag: hgDAF-12 agonism, primary luciferase screen | HEK293 GAL4-hgDAF12 UAS-luciferase reporter, agonist luminescence; normalized to butyrate control | 370,000 compounds, 1.8% hits | activation, % at 6.8 µM | AID 687014;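 active means activation above a cutoff set at the mean of all screened compounds plus 3 SD, cut at about 10% in these data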;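 further: 0% = DMSO wells and 100% = sodium butyrate wells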
HGIII-sPLA2 inh: Blocks human group III sPLA2 activity | 370,000 compounds, 0.56% hits | inhibition, % at 12.2 µM | QFRET BODIPY PC-A2 liposome hydrolysis, fluorescence;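 active means inhibition above mean plus 3 SD of compounds lying within the high and low control bounds, cut at about 19% in these data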;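 further: 0% = median of test compound wells and 100% = no enzyme DMSO wells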
PLC-gamma1 inh: PLC-gamma1 (human) inhibition, primary screen; P19174; purified PLC-gamma1, fluorogenic substrate, fluorescence; inhibition, % at 12.2 µM; 370,000 compounds, 0.84% hits; AID 720700; in the data active means inhibition above about 9.5%
Starred values were filed as active, the others as inactive; i = inactive; / = no result given; & = joins results of further samples.

SMILES	PLC-beta3 inh	FXN GAA850 act	ssDAF-12 act	DAX1 inh-1	ADAM10 inh	hcDAF-12 act	DAX1 inh-2	ADAM17 inh	hgDAF-12 ag	HGIII-sPLA2 inh	PLC-gamma1 inh
FC(F)(F)c1cnc(Sc2ncn[nH]2)c(Cl)c1	4.2	6.0	-0.4	1.1	-1.0	3.1	-0.3	-0.5	-0.5	-0.9	-1.2
CCOC(=O)N(Cc1ccccc1)C(C(=O)O)C(C(=O)O)N(Cc1ccccc1)C(=O)OCC (stereo not given)	0.8	-1.3	-1.6	0.1	1.9	-0.6	0.2	2.1	1.1	-0.3	3.5
Cc1nn(Cc2ccccc2)c(C)c1NC(=O)CSc1nc(C2CC2)nc2c1cnn2-c1ccccc1	4.4	0.3	-0.6	-0.3	-11.2	-0.9	-0.9	2.1	3.5	13.1	1.1
COC(=O)c1cccc(NC(=O)c2nn(C(C)C)c(=O)c3ccccc23)c1	0.0	-2.0	-1.2	1.9	-1.6	-1.1	-0.9	-2.5	-2.6	1.0	-0.8
O=C(NNC1=NCCC1)c1cccc(S(=O)(=O)N2CCOCC2)c1	-0.4	-1.2	-0.8	-2.1	4.6	-1.8	0.2	1.4	-1.9	1.1	1.1
O=c1c2ccccc2ncn1/N=C/c1ccccc1	-8.5	2.5	-0.6	-0.1	-1.7	-1.0	0.7	-4.0	2.7	7.4	-1.1
COc1ccc(-c2cc3ccccc3oc2=O)cc1NC(=S)NC(=O)c1ccc2c(c1)OCCO2	-16.7	1.9	-1.5	-0.4	-6.0	1.2	1.6	-5.5	5.5	-0.2	-9.1
CCc1ccc(-n2c(CSc3nnnn3-c3ccccc3)nc3ccccc3c2=O)cc1	-0.5	-2.4	-0.6	-0.3	-0.5	-0.2	-0.3	-1.6	0.7	-5.6	0.1
COc1nc(-c2ccccc2)c2cc(Br)ccc2n1	-51.1	2.1	-1.1	3.1	-76.8	0.3	-0.7	-29.7	-1.1	7.0	-29.7
CC1(C(=O)NS(=O)(=O)c2cccc(F)c2)CCN1C(=O)Cc1cccc2ccccc12 (stereo not given)	-0.5	0.9	-1.5	/	-13.6	-1.8	0.7	-1.7	-2.3	-8.0	-0.4
CC(NCC(=O)Nc1ccccc1C(=O)NC1CC1)c1ccc(S(N)(=O)=O)cc1 (stereo not given)	-3.7	-1.2	-0.4	-0.3	-15.7	-2.3	0.8	-3.6	2.4	13.8	-5.8
COc1ccccc1NS(=O)(=O)c1cccc2cccnc12	1.7	-0.8	-1.6	5.4*	-3.1	0.9	-0.4	-0.7	-2.0	0.0	0.1
Cc1ccccc1CN1CCCCC(NC(=O)c2ccc(N(C)C)cc2)C1=O (stereo not given)	1.3	/	-0.9	/	-0.4	-3.9	-1.7	-1.9	1.7	2.6	1.1
CCCN1C[C@H](CSC)C[C@@H]2c3cccc4[nH]cc(c34)C[C@H]21	-65.9	-1.3	-1.1	-0.4	-24.4	3.8	0.1	-10.4	-2.5	-33.0	-58.5
Cc1cccc(NC(=S)N(CCCN2CCOCC2)C(C)c2cc3ccccc3o2)c1C (stereo not given)	-8.7	-1.4	-1.5	-0.8	-0.5	0.9	0.6	-4.8	-1.5	5.4	0.4
CCCCNC(=O)[C@@H]1CSC2c3ccccc3C(=O)N21 (stereo not given in full)	0.3	1.8	-0.8	1.6	-6.1	-0.2	-0.1	-1.9	-2.1	2.4	-1.9
COc1ccc(CN2CCNC(=O)C2CC(=O)N(C)CCc2cnn(C)c2)c(F)c1 (stereo not given)	-21.7	-2.1	-1.0	0.3	-10.4	-0.4	-0.3	-2.8	1.4	-4.4	-12.7
CN(c1cccc(NC(=O)c2ccccc2N(C)S(=O)(=O)c2ccccc2)c1)S(C)(=O)=O	-0.1	0.1	-1.7	-1.3	6.2	1.2	-0.4	-0.5	-1.1	-3.2	2.7
COc1ccc(OC)c(NC(=O)CSC2=NCCS2)c1	-0.7	0.4	-1.3	-0.3	0.1	0.6	-0.2	-1.8	0.1	-8.2	-1.8
CCCCOc1cccc(C2C(C(=O)c3cccs3)=C(O)C(=O)N2Cc2cccnc2)c1 (stereo not given)	0.6	0.9	-0.6	1.9	1.4	-0.9	0.2	-1.8	-2.6	1.6	-1.0
Cc1cc(S(=O)(=O)c2ccc([N+](=O)[O-])cn2)ccc1Br	0.5	-3.8	-1.4	3.4	4.3	-0.2	-0.9	3.9	1.1	1.3	1.8
Cc1nnc(NC(=O)CN2CC(C)OC(C)C2)s1 (stereo not given)	-6.5	0.7	-0.6	1.1	-0.2	-1.0	0.9	-6.8	0.7	14.1	-2.3
CC1(C(=O)O)CC(C)(C(=O)O)CC(C)(C(=O)O)C1 (stereo not given)	0.1	0.0	-0.3	1.5	-2.3	-0.6	-0.3	-17.0	-0.3	1.6	3.7
CNc1nc(C)c(C(=O)OCC(=O)OC)s1	2.1	2.6	-0.8	0.0	4.7	-0.1	0.1	-2.0	-2.2	4.5	-0.8
COc1ccc(/[N+]([O-])=C/c2ccco2)cc1	-2.9	6.2	0.0	2.5	-12.3	1.7	2.3	-2.0	10.5*	1.0	-0.9
O=c1oc2ccccc2cc1-c1ccc(O)cc1O	-19.6	-0.4	-0.9	-0.6	0.5	1.0	-0.5	-2.3	2.9	-8.8	-24.2
O=C(O)C(=O)/C(=C\c1cccc(Cl)c1)c1ccc2ccccc2n1	-113.0	6.5	2.1*	2.3	-101.9	13.6*	3.8*	-39.1	11.2*	-49.4	-69.7
CN(C)C(CNC(=O)c1oc2ccccc2c1CSc1ncn[nH]1)c1ccco1 (stereo not given)	-3.9	0.5	-1.5	0.3	1.0	1.0	1.4	-5.4	-1.4	-21.3	-2.7
CC(CC(=O)Nc1ccc2c(c1)c(=O)n(C)n2-c1ccccc1F)c1ccccc1 (stereo not given)	-305.5	-2.5	-1.0	/	i	1.9	1.6	-291.2	-1.1	-1.5	-224.2
CCOC(=O)c1ccc(COC(=O)CCc2nc(-c3ccccc3)c(-c3ccccc3)o2)cc1	1.4	4.8	-1.4	0.4	-1.0	-2.1	-1.0	-4.4	-0.5	-12.7	-1.9
O=C(Nc1cccnc1Cl)c1ccc(Cl)c([N+](=O)[O-])c1	4.6	0.9	-0.9	-1.1	4.7	0.6	-0.1	-1.6	-2.9	4.3	0.9
OC(c1ccc(Cl)cc1Cl)C(Cc1cccnc1)n1cncn1 (stereo not given)	-1.7	0.5	-0.6	-0.9	-6.6	-2.3	0.3	-1.9	0.4	-2.3	-0.2
COc1ccccc1-c1cc2nc(-c3ccccc3)cc(N3CCN(C(=O)c4ccoc4)CC3)n2n1	i	-8.2	-1.1	-4.1	i	-4.1	-4.0	-198.7	-9.9	3.5	i
CC1CCCCN1N=Nc1nc2c([nH]1)c(=O)n(C)c(=O)n2C (stereo not given)	2.1	0.6	-0.1	-0.3	-4.5	-0.1	0.4	-4.2	0.3	1.0	1.7
COc1ccc(/C=C2\CCc3ccccc3C2=O)c(OC)c1OC	-11.8	7.1	-1.5	0.0	-5.7	-1.8	1.4	-1.3	3.8	2.1	-2.3
O=C1c2ccc3c4c(ccc(c24)C(=O)N1c1cccc(O)c1)C(=O)N(c1cccc(O)c1)C3=O	-2.9	-4.3	-1.6	-5.9	2.0	-0.9	-2.9	-1.2	-9.2	-27.9	5.7
CC1(C)OC(=O)C2=C(C[C@@H](CCc3ccccc3)O[C@H]2CCc2cccc(Cl)c2)O1	0.8	/	-0.7	/	-4.7	0.5	-0.8	-2.0	0.5	-0.8	-1.0
Cc1ccc(NC(=S)N(CCN2CCOCC2)Cc2ccccc2F)cc1	0.8	0.5	-1.8	0.7	-3.7	-0.5	-0.9	-6.2	-1.2	8.5	1.2
CCOc1ccc(CCNC(=O)Cn2ncn3nc(-c4ccc(OC)cc4)cc3c2=O)cc1	-4.3	0.2	-0.9	0.9	-5.1	3.5	0.7	-1.3	0.2	5.0	1.7
CC1CN(C(=O)CCNC(=O)c2ccc(Br)cc2)CC(C)O1 (stereo not given)	-2.9	0.9	-0.4	-0.4	-3.3	-1.3	1.1	-1.5	1.1	4.3	-1.4
O=C(NNC1=NCCCCC1)Nc1cccc(Cl)c1	-4.3	5.0	-0.4	1.2	6.0	4.9	1.5	-5.9	18.5*	4.5	-5.7
CC(C)CN(CC(C)C)S(=O)(=O)N1CCC(C(=O)NCc2ccccn2)CC1	3.1	-1.4	-1.7	-0.8	-16.7	1.0	0.5	1.7	-2.3	-1.8	-0.4
COc1cccc(NC(=O)CSc2nc(N)cc(N)n2)c1	-1.4	0.4	-1.2	-0.1	-1.2	-2.5	0.1	-6.1	1.6	3.1	0.9
CC(=O)Nc1ccc(NC(=O)c2cc(-c3cc(C)c(C)cc3O)n[nH]2)cc1	-5.7	3.1	-1.4	-0.5	-9.4	-0.4	0.1	-6.0	-0.5	-14.8	-2.7
COc1ccc(NC(=O)N(C)C[C@H]2OCc3cnnn3CCCC(=O)N([C@H](C)CO)C[C@@H]2C)c(OC)c1	-2.8	/	0.0	/	-8.5	-0.7	-0.9	-3.3	-1.6	9.6	-4.2
Cc1ccccc1NC(=O)COC(=O)c1ccc2nc(C)c(C)nc2c1	-2.7	0.0	-0.8	1.0	-3.0	-0.1	1.5	1.6	0.7	1.3	0.0
CC(=O)Nc1sc(N/N=C/c2ccccc2)nc1-c1ccc(C)cc1	-27.0	0.9	-0.8	5.0*	0.5	1.9	1.0	-2.5	4.4	8.7	-15.1
CC(C)(C)NC(=O)/C=N/O	1.7	0.1	-0.6	-0.2	-7.0	1.4	0.4	1.0	-0.7	2.8	0.0

Quoted from the listing.
CC(=O)Nc1ccc(NC(=O)c2cc(-c3cc(C)c(C)cc3O)n[nH]2)cc1 in ADAM17 inh shows -6.0
CC1(C)OC(=O)C2=C(C[C@@H](CCc3ccccc3)O[C@H]2CCc2cccc(Cl)c2)O1 in DAX1 inh-2 shows -0.8

The listing continues:
SMILES	PLC-beta3 inh	FXN GAA850 act	ssDAF-12 act	DAX1 inh-1	ADAM10 inh	hcDAF-12 act	DAX1 inh-2	ADAM17 inh	hgDAF-12 ag	HGIII-sPLA2 inh	PLC-gamma1 inh
C=CCn1c(N)cc(=O)nc1SCC(=O)Nc1ccccc1C(N)=O	-18.0	0.1	-1.6	-0.9	-50.2	-0.1	0.7	-23.9	0.0	4.8	-3.4
Cn1c(=NC(=O)C2CCN(S(=O)(=O)c3cccs3)CC2)sc2ccccc21	2.6&-2.9	2.4&-1.1	-1.0&-0.3	-0.2&-1.3	-10.2&4.6	1.1&2.0	-0.1&-0.3	1.4&-2.2	-0.7&1.0	2.4&-0.5	1.3&-0.7
COc1c(NC(C)=O)c2ccccc2c2ccccc12	-11.9	-2.6	-1.4	-0.5	0.5	0.2	-0.2	-2.4	0.8	1.1	-2.5
CC1(C)CC(=O)C(C=NCCN2CCNC2=O)=C(O)C1	-2.9	1.1	-0.2	1.9	-8.4	-1.3	-0.1	-2.4	0.4	13.6	-2.2
COc1ccc(OC)c(S(=O)(=O)N2CCC(C(=O)NCC3COCCO3)CC2)c1 (stereo not given)	2.2	/	-0.3	/	-4.1	-2.5	0.7	-1.4	1.1	-3.7	0.8

Screens as filed in PubChem.
